Screening data as filed in PubChem BioAssay.
PHOSPHO1 inh – blocks human PHOSPHO1 phosphatase activity. recombinant PHOSPHO1, absorbance phosphatase assay. inhibition, % at 13.3 µM. Q8TCT1. hit rate 1.1% among 290,000; in the data active = inhibition above about 60%
M4 PAM – positive allosteric modulators of human muscarinic M4 receptor | AID 624126 | activation, % at 3 µM | hit rate 0.4% among 360,000 | CHO-K1 hM4/Gqi5, Fluo-8 calcium fluorescence, ACh EC20; 0% = ACh EC20, 100% = maximal ACh | P08173;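 active = activation above its plate's cutoff, the mean activation of sample wells plus 3 SD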; also: some results filed as inactive read as strong as hits
pCIP destab – compounds decreasing mouse p/CIP protein stability; AID 1984; decrease of EGFP signal, % at 10 µM; Q05BA5; F442A p/CIP-EGFP cells, EGFP fluorescence, 16 h; hit rate 0.01% among 290,000;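 active = EGFP signal decrease of at least 30% at 10 µM or well 3 SD below plate mean, unless failing retest; inactive = the rest, including hits failing retest or dose response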; also: some compounds called inactive have numbers as strong as hits; many of its hits are not listed in these tables
Target sequence (Q05BA5 1-1403): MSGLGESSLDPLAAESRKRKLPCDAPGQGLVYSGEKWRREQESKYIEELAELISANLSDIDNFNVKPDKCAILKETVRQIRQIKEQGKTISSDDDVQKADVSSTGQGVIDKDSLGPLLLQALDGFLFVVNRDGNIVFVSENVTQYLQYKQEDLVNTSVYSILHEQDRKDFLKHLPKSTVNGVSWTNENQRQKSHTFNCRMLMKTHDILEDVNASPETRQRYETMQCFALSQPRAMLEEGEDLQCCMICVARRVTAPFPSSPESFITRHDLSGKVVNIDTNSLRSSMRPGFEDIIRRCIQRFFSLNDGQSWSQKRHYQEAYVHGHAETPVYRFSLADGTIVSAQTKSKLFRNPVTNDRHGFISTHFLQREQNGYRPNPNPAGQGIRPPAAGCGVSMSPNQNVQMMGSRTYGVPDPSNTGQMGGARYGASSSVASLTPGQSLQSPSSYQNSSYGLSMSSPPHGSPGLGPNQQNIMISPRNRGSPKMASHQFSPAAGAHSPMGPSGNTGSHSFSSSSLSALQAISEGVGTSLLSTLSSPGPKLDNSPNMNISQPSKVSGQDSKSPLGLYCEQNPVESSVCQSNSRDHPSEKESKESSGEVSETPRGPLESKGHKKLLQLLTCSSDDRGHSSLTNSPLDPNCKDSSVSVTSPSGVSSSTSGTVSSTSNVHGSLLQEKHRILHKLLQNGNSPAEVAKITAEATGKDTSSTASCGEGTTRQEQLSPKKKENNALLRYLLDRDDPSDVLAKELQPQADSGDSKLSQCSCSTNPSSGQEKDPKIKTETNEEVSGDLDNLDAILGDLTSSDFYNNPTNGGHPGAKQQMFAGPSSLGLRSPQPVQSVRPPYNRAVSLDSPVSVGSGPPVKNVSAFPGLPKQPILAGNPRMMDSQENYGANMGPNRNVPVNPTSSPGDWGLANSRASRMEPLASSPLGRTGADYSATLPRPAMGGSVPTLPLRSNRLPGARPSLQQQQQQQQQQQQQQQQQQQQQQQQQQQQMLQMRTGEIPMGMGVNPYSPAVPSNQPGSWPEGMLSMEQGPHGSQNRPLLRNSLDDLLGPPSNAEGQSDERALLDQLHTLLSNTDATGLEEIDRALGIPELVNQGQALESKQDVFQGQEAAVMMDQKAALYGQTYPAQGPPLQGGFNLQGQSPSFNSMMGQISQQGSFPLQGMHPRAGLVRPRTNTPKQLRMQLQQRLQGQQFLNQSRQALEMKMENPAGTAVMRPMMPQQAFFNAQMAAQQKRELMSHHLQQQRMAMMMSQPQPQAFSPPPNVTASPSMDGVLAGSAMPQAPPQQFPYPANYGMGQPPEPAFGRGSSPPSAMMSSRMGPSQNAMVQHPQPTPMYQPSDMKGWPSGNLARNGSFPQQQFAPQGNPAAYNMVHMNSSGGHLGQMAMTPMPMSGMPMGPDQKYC
IDE cell activ – activators of human insulin-degrading enzyme in cells; activation, % at 5.96 µM; P14735; AID 493087; hit rate 0.073% among 340,000; HEK cells, FAbeta-B cleavage, fluorescence polarization; 0% vehicle, 100% cell-free pure enzyme wells;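 active = activation above the mean of all tested compounds plus 3 SD, set per screening campaign, cut at about 17% in these data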
CRFBP-R2 agonist – CRF-BP/CRF-R2 complex agonism. HEK293 CRF-R2/CRF-BP, calcium dye fluorescence (FLIPR); percent of saturating CRF peptide response. activation, % at 13.2 µM. hit rate 0.46% among 350,000;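 active = activation of at least 50%, plus an integration ratio under a set limit after plate pattern correction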;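 also: plate controls were neutral control wells without compound for no effect and CRF at EC100 for full effect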
IDE inh – cellular human IDE inhibition; P14735; HEK cells, FAbetaB cleavage, fluorescence polarization; inhibition, % at 5.59 µM; hit rate 0.41% among 320,000; AID 434962;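 active = percent inhibition above the average of all tested compounds plus 3 SD, set per screening campaign, cut at about 16% in these data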;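 also: IDE supplied by intact live HEK cells; FP after avidin binding of uncleaved biotin substrate so inhibition keeps polarization high; 0% = DMSO wells and 100% = 60 µM reference IDE inhibitor Ii1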
GalR3 antagonist – antagonists of human GalR3; inhibition, % at 3 µM; O60755; HEK293 GalR3-CNG cAMP membrane potential fluorescence; galR3 body fused to GalR1 C-terminus; AID 651719; hit rate 0.44% among 360,000;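 active = inhibition above the screen-wide average plus 3 SD, cut at about 13% in these data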;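 also: forskolin and galanin both at EC90 stimulate the cells; cAMP rise reported by CNG channel membrane potential dye signal; 0% = forskolin plus galanin with DMSO and 100% = forskolin alone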
MEKK3 PB1 HTS – raises or lowers MEK5 binding to the human MEKK3 PB1 domain. Q99759. bead-based flow cytometry, Alexa488-MEK5 binding to MEKK3; actives lie on both sides; 0 = blocked by unlabeled MEK5, 100 = vehicle. binding response (% of control), % at 10 µM. hit rate 1.4% among 290,000. AID 1529;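 active = binding response more than 3 SD above or below the average of its plate-row segment, actives on both sides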;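 also: Alexa488 bead fluorescence after subtracting the streptavidin-only scavenger bead signal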
CRFR2-BP antag – antagonists of CRF-binding protein/CRF-R2 receptor complex; HEK293 CRF-R2/CRF-BP, CRF-induced calcium fluorescence; inhibition, % at 11.8 µM; hit rate 0.59% among 350,000; AID 588475;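 active = inhibition of the ligand-induced calcium signal above about 50% at the single tested concentration, limit read from the data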
* marks the source's active call; other numbers are inactive results; [ ] = another dose, or the depositor's remark. Rows are unselected; 4.2% or so of the library scored in one or more.

For O=C1CCC(=O)N1c1ccc(NCc2ccccc2Cl)c([N+](=O)[O-])c1 the results were PHOSPHO1 inh 12.1, M4 PAM 4.1, pCIP destab 8.2, IDE cell activ 2.5, CRFBP-R2 agonist -4.6, IDE inh 3.0, GalR3 antagonist -4.2, MEKK3 PB1 HTS 103.0 and CRFR2-BP antag 8.3.
For CCc1c(O)nc(SCC(=O)Nc2ccccc2OC)n(-c2ccccc2C)c1=O the results were PHOSPHO1 inh 1.2, M4 PAM 6.2, pCIP destab -16.5, IDE cell activ -2.3, CRFBP-R2 agonist -0.8, IDE inh 7.9, GalR3 antagonist -6.9, MEKK3 PB1 HTS 102.0 and CRFR2-BP antag 6.8.
For N#Cc1c(N)nc2c3c(sc(=N)c2c1N)NC(=O)CC3c1c(F)cccc1Cl (configuration not stated) the results were PHOSPHO1 inh 33.0, M4 PAM 5.4, pCIP destab -2.4, IDE cell activ -7.3, CRFBP-R2 agonist 0.2, IDE inh 2.9, GalR3 antagonist -3.6, MEKK3 PB1 HTS 95.0 and CRFR2-BP antag -8.1.
COc1cccc(C2=NOC(C(=O)NCc3cccnc3)C2)c1 (configuration not stated) was read as PHOSPHO1 inh -24.5, M4 PAM -0.7, pCIP destab 6.9, IDE cell activ -2.5, CRFBP-R2 agonist -0.7, IDE inh 2.4, GalR3 antagonist -8.4, MEKK3 PB1 HTS 96.0 and CRFR2-BP antag 9.0.
CC(/C=C/c1ccccc1)=N\NC(=O)c1ccc2c(c1)OCCO2 was read as PHOSPHO1 inh -15.4, M4 PAM -6.2, pCIP destab -6.1, IDE cell activ -2.8, CRFBP-R2 agonist -0.8, IDE inh -0.8, GalR3 antagonist -4.8, MEKK3 PB1 HTS 109.0 and CRFR2-BP antag 4.7.
`COc1ccc(/C=N/NC(=O)C2CCN(c3ncc(C(F)(F)F)cc3Cl)CC2)cc1` gave PHOSPHO1 inh 4.1, M4 PAM 12.8, pCIP destab -0.3, IDE cell activ 1.6, CRFBP-R2 agonist 3.1, IDE inh 3.4, GalR3 antagonist -4.2, MEKK3 PB1 HTS 100.0 and CRFR2-BP antag 12.8.
Screening O=C(c1nn(-c2ccccc2)c(=O)c2ccccc12)N1CCN(c2ccccn2)CC1 returned PHOSPHO1 inh 26.7, M4 PAM 4.9, pCIP destab 8.4, IDE cell activ 7.3, CRFBP-R2 agonist 0.7, IDE inh 2.1, GalR3 antagonist -7.0, MEKK3 PB1 HTS 66.0*[inhibitor] and CRFR2-BP antag 7.4.
For CCC/C(C)=N/NC(=O)c1ccccc1O the results were PHOSPHO1 inh 1.0, M4 PAM 2.5, pCIP destab -21.4, IDE cell activ -2.7, CRFBP-R2 agonist -2.3, IDE inh 11.5, GalR3 antagonist 2.7, MEKK3 PB1 HTS 103.0 and CRFR2-BP antag -1.3.
For O=C(c1ccccc1F)N1CCN(Cc2ccccc2F)CC1 the results were PHOSPHO1 inh 5.9, M4 PAM -2.0, pCIP destab -7.2, IDE cell activ 1.6, CRFBP-R2 agonist -1.6, IDE inh -6.1, GalR3 antagonist -4.9, MEKK3 PB1 HTS 95.0 and CRFR2-BP antag 17.1.
Screening O=C(NC(=S)Nc1ncccn1)c1ccccc1Br returned PHOSPHO1 inh 29.5, M4 PAM -1.1, pCIP destab -0.3, IDE cell activ 2.0, CRFBP-R2 agonist 1.9, IDE inh 0.2, GalR3 antagonist -7.8, MEKK3 PB1 HTS 101.0 and CRFR2-BP antag -2.9.
`CCC1=C(OC(=O)N(CC)CC)N2C(=O)OC(=NCC3CC3)[C@]2(C)[C@H]2C1=CC[C@H]1C(=O)N(C)C(=O)[C@H]12` gave PHOSPHO1 inh 22.1, M4 PAM 5.8, pCIP destab -10.6, IDE cell activ 1.2, CRFBP-R2 agonist -0.4, IDE inh -1.4, GalR3 antagonist -0.5, MEKK3 PB1 HTS 105.0 and CRFR2-BP antag 3.1.
For CCc1c(C)sc(NC(=O)Cn2nc(C)c([N+](=O)[O-])c2C)c1C(N)=O the results were PHOSPHO1 inh -7.0, M4 PAM -6.3, pCIP destab -5.6, IDE cell activ -3.5, CRFBP-R2 agonist -1.4, IDE inh -1.8, GalR3 antagonist -3.8, MEKK3 PB1 HTS 101.0 and CRFR2-BP antag -0.8.
For Cc1ccc(C(=O)Nc2ccccc2Oc2ccccc2)cc1[N+](=O)[O-] the results were PHOSPHO1 inh 41.7, M4 PAM 0.5, pCIP destab -0.9, IDE cell activ 2.2, CRFBP-R2 agonist -1.0, IDE inh 9.0, GalR3 antagonist -4.4 and CRFR2-BP antag -1.2.
Screening COc1cc(OC)cc(-c2c(-c3cccs3)c3cc(-c4ccc(N(C)C)nc4)ccc3n2C)c1 returned M4 PAM 1.3, IDE cell activ 1.1, CRFBP-R2 agonist 0.2, IDE inh -3.2, GalR3 antagonist -6.5 and CRFR2-BP antag 6.3.
Cc1sc2nc(C)n(/N=C/N(C)C)c(=O)c2c1C was read as PHOSPHO1 inh 15.8, M4 PAM -1.1, pCIP destab -9.0, IDE cell activ -1.2, CRFBP-R2 agonist -1.0, IDE inh 8.1, GalR3 antagonist -1.1, MEKK3 PB1 HTS 98.0 and CRFR2-BP antag -7.7.
For COc1ccc(NC(=S)N2CCc3ccccc32)cc1OC the results were PHOSPHO1 inh 2.6, M4 PAM 3.2, pCIP destab -5.7, IDE cell activ -1.6, CRFBP-R2 agonist -0.2, IDE inh 8.7, GalR3 antagonist -1.3, MEKK3 PB1 HTS 101.0 and CRFR2-BP antag 14.1.
For COc1ccc(S(=O)(=O)N2CCN(C(=O)C3CCCO3)CC2)cc1 (configuration not stated) the results were PHOSPHO1 inh 36.6, M4 PAM -1.1, pCIP destab 2.7, IDE cell activ 4.3, CRFBP-R2 agonist -0.1, IDE inh 2.4, GalR3 antagonist -3.0, MEKK3 PB1 HTS 102.0 and CRFR2-BP antag 1.1.
`Cc1ccc2cc3c(nc2c1)N(Cc1ccco1)CC3` gave PHOSPHO1 inh 6.3, M4 PAM -7.0, pCIP destab -10.1, IDE cell activ -0.8, CRFBP-R2 agonist 0.7, IDE inh 2.2, GalR3 antagonist -5.5, MEKK3 PB1 HTS 101.0 and CRFR2-BP antag -15.2.
Screening CCOc1cccc2c1OC1(C)CC2NC(=O)N1Cc1ccccc1 (configuration not stated) returned PHOSPHO1 inh -12.7, M4 PAM 2.3, pCIP destab 9.0, IDE cell activ 4.2, CRFBP-R2 agonist -0.5, GalR3 antagonist -3.3, MEKK3 PB1 HTS 111.0 and CRFR2-BP antag 1.9.
Screening COc1ccc(C(CNC(=O)C(C)Oc2ccc(Br)cc2)N2CCCC2)cc1 (configuration not stated) returned M4 PAM 3.7, IDE cell activ -3.3, CRFBP-R2 agonist 1.6, IDE inh 0.0, GalR3 antagonist -2.0 and CRFR2-BP antag -2.8.
Screening O=C(CNC1CCCCC1)Nc1cccc(C(F)(F)F)c1 returned PHOSPHO1 inh 29.0, M4 PAM -4.0, pCIP destab -7.0, IDE cell activ 1.5, CRFBP-R2 agonist -2.3, IDE inh 2.2, GalR3 antagonist -12.8, MEKK3 PB1 HTS 102.0 and CRFR2-BP antag -8.4.
For O=C(O)c1ccc(NC(=O)c2ccccc2NC(=O)c2ccccc2Br)cc1 the results were PHOSPHO1 inh 19.1, M4 PAM 4.8, pCIP destab -0.6, IDE cell activ 6.3, CRFBP-R2 agonist -0.4, IDE inh -2.1, GalR3 antagonist -9.1, MEKK3 PB1 HTS 100.0 and CRFR2-BP antag 8.3.
For CN(C)NC(=S)NC1CCS(=O)(=O)C1 (configuration not stated) the results were PHOSPHO1 inh 11.7, M4 PAM 5.0, pCIP destab -14.9, IDE cell activ 10.4, CRFBP-R2 agonist 0.1, IDE inh -8.1, GalR3 antagonist -0.6, MEKK3 PB1 HTS 100.0 and CRFR2-BP antag 8.0.
`Cn1nc(NC(=O)C(F)(F)F)c2ncc(-c3ccccc3)nc21` gave M4 PAM 4.4, CRFBP-R2 agonist 2.7, GalR3 antagonist -6.5 and CRFR2-BP antag -15.0.
Screening CS(=O)(=O)c1ccc(Cl)c(NC(=O)CN2CCN(C(=O)c3cccs3)CC2)c1 returned M4 PAM -4.2, IDE cell activ 3.5, CRFBP-R2 agonist -0.9, IDE inh 5.1, GalR3 antagonist -2.5 and CRFR2-BP antag 0.4.
Cc1nc(S(=O)(=O)Nc2ccc3c(c2)OCCO3)cn1C was read as PHOSPHO1 inh 12.9, M4 PAM 3.8, pCIP destab -6.4, CRFBP-R2 agonist -0.2, IDE inh 3.8, GalR3 antagonist -4.5, MEKK3 PB1 HTS 106.0 and CRFR2-BP antag 1.1.
For CSCCC(NS(=O)(=O)c1ccc(C)cc1)C(=O)N1CCN(C(C)=O)CC1 (configuration not stated) the results were M4 PAM -3.2, IDE cell activ -4.1, CRFBP-R2 agonist 0.3, IDE inh -2.4, GalR3 antagonist 1.5 and CRFR2-BP antag 2.5.
For COc1ccccc1NS(=O)(=O)c1ccc(C(=O)NCC(c2cccs2)N2CCOCC2)cc1 (configuration not stated) the results were M4 PAM 6.3, IDE cell activ 1.2, CRFBP-R2 agonist 4.0, IDE inh 5.8, GalR3 antagonist -2.2 and CRFR2-BP antag -11.4.
`C=CCNC(=O)c1ccc(N(Cc2ccc(Cl)cc2)S(C)(=O)=O)cc1` gave PHOSPHO1 inh 8.5, M4 PAM -4.3, pCIP destab 3.9, IDE cell activ 3.1, CRFBP-R2 agonist -1.1, IDE inh 6.9, GalR3 antagonist -9.0, MEKK3 PB1 HTS 96.0 and CRFR2-BP antag -6.3.
CCOC(=O)/C(C#N)=C/c1ccc(-c2ccsc2C(=O)OC)o1 was read as PHOSPHO1 inh 40.3, M4 PAM 1.3, pCIP destab -1.8, IDE cell activ 7.1, CRFBP-R2 agonist 13.3, IDE inh 1.7, GalR3 antagonist -5.6, MEKK3 PB1 HTS 96.0 and CRFR2-BP antag -18.7.
O=C(Cn1c(=O)oc2ccccc21)NC(=O)NCc1ccccc1 was read as PHOSPHO1 inh 33.0, M4 PAM -4.8, pCIP destab 5.7, IDE cell activ 2.4, CRFBP-R2 agonist 5.1, IDE inh -5.1, GalR3 antagonist -1.9, MEKK3 PB1 HTS 101.0 and CRFR2-BP antag 13.9.
CCOC(=O)C1CCCN(C(=O)Cn2ncc3c(=O)oc4ccc(C)cc4c32)C1 (configuration not stated) was read as M4 PAM 0.3, IDE cell activ 7.0, CRFBP-R2 agonist -2.4 and CRFR2-BP antag -4.5.
O=C(COC(=O)COc1ccccc1[N+](=O)[O-])Nc1cccc(Br)c1 was read as PHOSPHO1 inh -6.0, M4 PAM 0.1, pCIP destab -3.5, IDE cell activ 3.6, CRFBP-R2 agonist -1.0, IDE inh 0.5, GalR3 antagonist 2.4, MEKK3 PB1 HTS 100.0 and CRFR2-BP antag 4.8.
`Cc1ccc2[nH]c(=O)c(C(c3nnnn3CCc3ccccc3)N3CCOCC3)cc2c1` (configuration not stated) gave PHOSPHO1 inh 16.6, M4 PAM 2.8, pCIP destab -6.5, IDE cell activ -2.6, CRFBP-R2 agonist -2.5, IDE inh 0.9, GalR3 antagonist -4.6, MEKK3 PB1 HTS 105.0 and CRFR2-BP antag -39.8.

Quoted at random: two compounds from above.
For COc1ccc(NC(=S)N2CCc3ccccc32)cc1OC the results were PHOSPHO1 inh 2.6, M4 PAM 3.2, pCIP destab -5.7, IDE cell activ -1.6, CRFBP-R2 agonist -0.2, IDE inh 8.7, GalR3 antagonist -1.3, MEKK3 PB1 HTS 101.0 and CRFR2-BP antag 14.1.
Screening COc1cc(OC)cc(-c2c(-c3cccs3)c3cc(-c4ccc(N(C)C)nc4)ccc3n2C)c1 returned M4 PAM 1.3, IDE cell activ 1.1, CRFBP-R2 agonist 0.2, IDE inh -3.2, GalR3 antagonist -6.5 and CRFR2-BP antag 6.3.
